# Screening results deposited in PubChem by NCI.
# All columns: NCI-60 one-dose screen, growth in % after 48 h at 10 µM unless noted; 100 = growth as untreated, 0 = no growth, -100 = all killed.
# OVCAR-5 = OVCAR-5 ovarian cancer; 82,000 tested, 2.9% active; AID 1794783
# OVCAR-4 = OVCAR-4 ovarian cancer cells; AID 1794784; 80,000 tested, 3.7% active
# DU-145 = DU-145 prostate cancer. 81,000 tested, 4.2% active. AID 1794760
# OVCAR-8 = OVCAR-8 ovarian cancer; 81,000 tested, 4.4% active
# PC-3 = PC-3 prostate cancer cells; 80,000 tested, 3.9% active; AID 1794754
# KM12 = KM12 colon cancer cells; AID 1794800; 82,000 tested, 5% active
# SW-620 = SW-620 colon cancer; 82,000 tested, 5.2% active; AID 1794795
# HCC-2998 = HCC-2998 colon cancer; 79,000 tested, 4.7% active
# OVCAR-3 = OVCAR-3 ovarian cancer; AID 1794787; 79,000 tested, 7% active
# Active calls of the source: *; . = no result given; [ ] = another dose, or the depositor's remark. Rule for the calls: active = growth percent below 10; inactive = the rest. Rows are unselected. Share with any hit: about 10%.
SMILES	OVCAR-5	OVCAR-4	DU-145	OVCAR-8	PC-3	KM12	SW-620	HCC-2998	OVCAR-3
Nc1nc(N)c2c(n1)CCCC2	110	102	111	100	94	108	88	104	107
O=c1oc2c(cnc3ccccc32)cc1-c1ccccc1	108	92	100	100	92	104	102	102	107
CCCCCCCCCCC(CO)CCCCCCCC (stereo not drawn)	100	100	112	110	105	102	102	107	114
CC(C)(C)c1cc(C(=O)N2CCC[C@H]2C(=O)NCCN)cc(C(C)(C)C)c1	100	100	109	92	87	100	105	97	106
Cc1ccc2cc(-c3nc4ccccc4o3)c(Cl)nc2c1Cl	96	106	102	106	89	97	99	98	105
CCOC(=O)c1noc2c1CCc1cn(Cc3cccc(OC)c3)cc1-2	102	105	105	107	97	96	103	95	99
N#Cc1ccc(-c2ccc(OCCCCN3CCCCC3)cc2)cc1	97	94	108	93	73	101	93	94	96
COC1CC(N)C(O)C(C)O1 (stereo not drawn)	110	114	109	106	104	92	103	101	107
O=C(O)/C=C/C(=O)c1ccc(Cl)cc1	115	116	109	96	106	106	108	109	105
CCOC(=O)c1nnn(C(Cc2ccccc2Cl)C(=O)OCC)c1C (stereo not drawn)	106	104	109	97	94	102	98	109	111
CCOc1nc(-c2ccccc2)cc2c(O)c(C(=O)N/N=C/c3ccccc3)[nH]c(=O)c12	111	119	115	106	94	109	100	8.6*	103
Nc1nc2c(s1)Nc1cc(Cl)c(Cl)cc1NC2=O	94	103	106	104	100	102	103	116	.
COc1cc(-c2nn(-c3ccccc3F)cc2CO)ccc1O	107	70	103	111	98	86	106	96	100
CCOC(=O)c1ccc(Cc2ccc(C(=O)OCC)o2)o1	106	101	107	103	104	106	100	97	106
COc1ccc(-c2nc(C#N)c(NCC(c3ccccc3OC)N(C)C)o2)cc1 (stereo not drawn)	99	107	90	75	57	74	82	100	91
CCCCCC1(C(OC)OC)NC(=O)NC1=O (stereo not drawn)	93	97	109	106	99	104	106	102	115
O=C(NCCc1ccccn1)OCc1nc2nc(Cl)nc(N3CCOCC3)c2[nH]1	70	29	12	-0.4*	23	12	-37*	78	-79*
CCOC(=O)/C(C#N)=C\Nc1ccc2ncnc(Nc3ccc(Cl)cc3Cl)c2c1	82	95	56	87	59	79	100	119	68
O=c1nc(-c2ccc(Cl)cc2Cl)cc(-c2ccco2)[nH]1	109	.	106	113	91	104	113	110	113
CCOC(=O)C1=C(C)N=C2Sc3cc(Cl)ccc3N2C1c1ccccn1 (stereo not drawn)	102	95	107	83	65	98	106	108	114
O=C(CCN1C(=O)/C(=C/c2ccc(O)cc2)SC1=S)Nc1cccc(O)c1	98	95	106	98	93	102	101	99	101
O=C1NC(=O)C2(N1)c1ccccc1-c1ccccc12	95	104	112	104	97	99	97	106	107
CCCCCCCCCCCCCCCCCCSC1=CC(=O)c2ccccc2C1=O	93	94	129	100	123	101	106	98	113
C1=C\CCCCN2CC[C@H]3[C@H](CCCC/C=C\CCCN4C[C@@H](CCCCC/1)C[C@@H]3C4)C2	88	74	94	77	77	58	80	22	49
CCN(CC)CCCOC(=O)Nc1ccccc1Cl	110	115	105	111	96	111	102	110	124
C[C@@H]1CN(Cc2ccc(F)cc2)[C@@H](C)CN1C(=O)c1cc2c(C(=O)C(=O)N(C)C)cn(C)c2cc1Cl	106	97	100	73	54	78	101	99	94
CCOC(=O)c1cc2c(n1C)-c1c(cc(S(=O)(=O)c3ccccc3)c(=O)n1C)CCC2	97	101	111	100	89	105	100	121	107
COc1ccc(-c2nc(SCC(=O)c3ccc(Cl)cc3)[nH]c(=O)c2C#N)cc1	89	96	101	93	96	93	89	100	99
COc1cc2cc3c(nc2cc1OC)CCN3Cc1ccc(NC(=O)Nc2ccc(F)cc2F)cc1	105	61	91	80	69	87	100	85	84
O=C(NC(=S)Nc1cc(-c2cccs2)[nH]n1)c1ccco1	103	82	97	86	94	97	94	96	95
CC1(CO)COC(c2ccc(Cl)cc2)N1 (stereo not drawn)	107	107	108	103	101	100	103	109	102
Cc1ccc([C@H]2c3[nH]c4ccccc4c3C[C@H]3C(=O)N(CCCCCCC(=O)NO)CC(=O)N23)s1	53	79	71	44	62	74	52	82	.
Cc1cn(C2CC(OS(C)(=O)=O)C(COC(c3ccccc3)(c3ccccc3)c3ccccc3)O2)c(=O)[nH]c1=O (stereo not drawn)	97	83	110	101	83	97	103	95	106
Cc1cc(C)c2ccc(NC(=O)c3ccccc3)nc2n1	99	107	112	104	106	98	112	110	123
N#CCC(=O)NNS(=O)(=O)c1ccc(Br)cc1	103	102	106	110	101	103	107	113	110
CS(=O)(=O)c1c(Nc2ccccc2)n[nH]c1N	102	117	115	105	82	118	112	.	121
COc1ccc(C(C)=O)cc1S(=O)(=O)Nc1c(N)nc(SC)[nH]c1=O	104	108	107	105	104	97	101	99	103
COc1cc2c(cc1OC)C1=NN(C(=O)Nc3ccc(F)cc3)C(c3ccc(F)cc3)C1C2 (stereo not drawn)	105	106	111	103	103	107	106	98	116
CC(C)(C)OC(=O)NC1CCN(c2ccc3nnc(Cl)n3n2)CC1	102	100	106	99	102	104	105	105	.
CSc1nc(N)n(/N=C(\C)c2cccc(N)c2)c(=O)c1C#N	99	107	108	105	93	116	105	110	121
CC(C)(CCc1ccccn1)C(=O)CCCc1ccccn1	103	111	109	105	89	106	106	107	110
CCCCCC(=O)Oc1ccc(/C(=C(\C)c2ccccc2)c2ccc(OCCCN(C)C)cc2)cc1	106	107	109	111	99	101	100	112	106
O=S(=O)(O)c1ccc(N=Nc2ccccc2)cc1	94	101	102	97	90	99	103	108	100
CCCCN(CCCC)C(=O)C(Cl)Cl	96	97	102	102	95	101	107	113	105
CNC(=S)N(C)N	102	104	111	100	105	102	108	101	101
O=c1c2c3c(sc2n2c(-c4cn(-c5ccccc5)nc4-c4ccc(Cl)cc4)nnc2n1Cc1ccccc1)CCCC3	103	96	103	97	95	103	110	99	103
CCCCCCCCCC1OC(C)CC(C)O1 (stereo not drawn)	105	115	110	100	100	107	107	113	115
C#C[C@]1(O)CC[C@H]2[C@@H]3CC=C4c5sc(NCc6ccccc6)nc5CC[C@]4(C)[C@H]3CC[C@@]21C	84	74	71	65	15	19	53	78	.
C/C=C1\C[C@]23CC[C@]4(C)[C@H](CC[C@@H]5[C@@]6(C)CC[C@H](O)C(C)(C)[C@@H]6CC[C@]54C)[C@H]2[C@H](C)C1(C)OC3	104	104	116	102	93	105	107	106	117
CC1OC(n2c3ccccc3c3c4c(c5c6ccccc6[nH]c5c32)C(=O)N(CCN[C@H]2CCC[C@@H]2N)C4=O)CC(O)C1O (stereo partly drawn)	80	35	45	28	17	20	17	17	53
C#CCC[C@H](N)C(=O)O	89[20 µM]	107[20 µM]	111[20 µM]	99[20 µM]	105[20 µM]	109[20 µM]	105[20 µM]	108[20 µM]	119[20 µM]
COc1c(O[C@@H]2OC(C)[C@@H](O)[C@H](O)C2O)cc2oc3cc(O)c(CC=C(C)C)c(O)c3c(=O)c2c1CC=C(C)C (stereo partly drawn)	100	87	85	83	56	74	94	97	83
COc1ccc(C(=O)/C=C/c2cccs2)c(O)c1	95	97	104	94	99	88	111	101	111
Cc1ccc(-c2csc(NC(=O)COCc3c(-c4ccccc4)no[n+]3[O-])n2)cc1	99	112	109	103	89	107	100	95	118
Cc1[nH]nc2ccc3nc(-c4ccc5[nH]ncc5c4)c4c(c3c12)CCCC4	47	38	34	28	26	13	6.7*	45	33
O=C(c1ccccc1O)N1CCCCC1	95	107	114	97	85	103	107	100	110
C=C1C(=O)O[C@H]2[C@H]1CC/C(Cn1cc(CNCCc3c[nH]c4ccc(OC)cc34)nn1)=C\CC[C@@]1(C)O[C@@H]21	85	94	101	97	94	93	88	104	85
Cc1ccc(C)c2c(Cl)c3c(C)ccc(C)c3nc12	98	94	106	93	89	101	102	109	110
Cn1c(N2CCOCC2)nc(-c2ccc([N+](=O)[O-])cc2)c(C#N)c1=O	109	79	98	98	80	91	90	94	76
CCOC(=O)C1C(=O)C=C(c2ccc3c(c2)OCO3)CC1c1sc(N(C)Cc2ccccc2)nc1Cl (stereo not drawn)	89	97	113	86	86	96	89	98	96

# An excerpt from above in order of formula weight, lowest first:
SMILES	OVCAR-5	OVCAR-4	DU-145	OVCAR-8	PC-3	KM12	SW-620	HCC-2998	OVCAR-3
CCCCCCCCCC1OC(C)CC(C)O1 (stereo not drawn)	105	115	110	100	100	107	107	113	115
Cc1[nH]nc2ccc3nc(-c4ccc5[nH]ncc5c4)c4c(c3c12)CCCC4	47	38	34	28	26	13	6.7*	45	33
COc1ccc(C(C)=O)cc1S(=O)(=O)Nc1c(N)nc(SC)[nH]c1=O	104	108	107	105	104	97	101	99	103
COc1c(O[C@@H]2OC(C)[C@@H](O)[C@H](O)C2O)cc2oc3cc(O)c(CC=C(C)C)c(O)c3c(=O)c2c1CC=C(C)C (stereo partly drawn)	100	87	85	83	56	74	94	97	83

# Other structures follow.
SMILES	OVCAR-5	OVCAR-4	DU-145	OVCAR-8	PC-3	KM12	SW-620	HCC-2998	OVCAR-3
CC(C)c1ccc(S(=O)(=O)NC(=O)NC2CCCC2)cc1	97	97	107	99	100	103	98	108	110
C#CCOC(=O)c1c(Cl)c(Cl)c(C(=O)OCC#C)c(Cl)c1Cl	92	77	104	100	82	98	104	99	97
C=CCC1CCCCC1=O (stereo not drawn)	103	113	112	107	101	114	106	111	113
CCN(CC)S(=O)(=O)c1ccc(N)cc1	105	118	.	99	92	111	104	96	114
COc1ccc(-c2cc(OC)c(OC)cc2-c2nc(-c3ccccc3)c(-c3ccccc3)n2Cc2ccccc2)cc1OC	77	51	79	41	22	46	65	71	59
CCc1ccc(/C=C2\N=C(C)N(CCc3ccc(S(N)(=O)=O)cc3)C2=O)cc1	114	105	112	101	103	104	104	103	111
Nn1c(=O)c(=O)[nH]c2c(cnn2-c2ccccc2)c1=O	108	118	114	97	106	107	110	105	107
COc1ccc(N=Nc2c(N)nn3c(-c4ccc(OC)c(OC)c4)ccnc23)cc1	87	95	79	79	87	98	95	-36*	109
CC(COC(=O)C(c1ccccc1)C1C=CCCC1)N1CCCC1 (stereo not drawn)	86	103	105	94	97	109	97	102	103
CCOC(=O)c1c(NCC(=O)Nc2ccc(Cl)cc2[N+](=O)[O-])sc2c1CCCC2	94	103	101	101	90	103	101	106	98

# Entries of single compounds, looked up by structure. Screens in order: OVCAR-5, OVCAR-4, DU-145, OVCAR-8, PC-3, KM12, SW-620, HCC-2998, OVCAR-3
# `COc1ccc(N=Nc2c(N)nn3c(-c4ccc(OC)c(OC)c4)ccnc23)cc1` across the screens: 87, 95, 79, 79, 87, 98, 95, -36*, 109
# `COc1ccc(-c2cc(OC)c(OC)cc2-c2nc(-c3ccccc3)c(-c3ccccc3)n2Cc2ccccc2)cc1OC` across the screens: 77, 51, 79, 41, 22, 46, 65, 71, 59
# `CCc1ccc(/C=C2\N=C(C)N(CCc3ccc(S(N)(=O)=O)cc3)C2=O)cc1` across the screens: 114, 105, 112, 101, 103, 104, 104, 103, 111
# `C#CCOC(=O)c1c(Cl)c(Cl)c(C(=O)OCC#C)c(Cl)c1Cl` across the screens: 92, 77, 104, 100, 82, 98, 104, 99, 97
# `CCOC(=O)c1c(NCC(=O)Nc2ccc(Cl)cc2[N+](=O)[O-])sc2c1CCCC2` across the screens: 94, 103, 101, 101, 90, 103, 101, 106, 98
